Fh CTSL1 inh: counter-screen for PFM18AAP inhibitors: inhibitors of F. hepatica cathepsin L1; recombinant F. hepatica cathepsin L1, Z-Leu-Arg-MCA fluorescence; inhibition, % at 5.96 µM; 0.49% of 300,000 active; AID 1906;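 active = inhibition above the mean of all tested compounds plus 3 SD, set per screening campaign, cut at about 17% in these data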;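 also: 0% = plate median of test compound wells and 100% = 1 µM Z-Phe-Ala-diazomethylketone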
core dimer inh: blocks dimerization of HCV core protein; TR-FRET GST/Flag-core106 dimerization, 1536-well; inhibition, % at 5 µM; 0.33% of 300,000 active;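 active = inhibition above the mean of all tested compounds plus 3 SD, set per screening campaign, cut at about 45% in these data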
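Material: GST/Flag-tagged HCV core106 proteins. Incubation: 4 h, 22.5 °C incubation. Read-out basis: inhibition (%) from 671 over 617 nm ratio. Measured by: TR-FRET, excitation 340 nm, emission 617 and 671 nm.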
Efflux pump inh: antifungal efflux pump inhibition, Nile Red retention; inhibition, % at 10 µM; 0.44% of 330,000 active; AID 485275; S. cerevisiae Candida pump triplex;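 active = plate passing quality check with inhibition over a set limit, or well fluorescence over plate mean plus 4 SD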;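 also: Nile Red retained in pooled yeast measured as flow cytometry median fluorescence; 0% = buffer negative control and 100% = Enniatin B positive control; higher means more Nile Red kept so more efflux inhibition; some compounds called inactive have numbers as strong as hits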
proCasp3 act: activates human procaspase-3 | 0.11% of 330,000 active | P42574 | recombinant procaspase-3 D3A, Ac-DEVD-pNA absorbance 405 nm | activation, % at 8.5 µM;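 active = activation above the mean of all tested compounds plus 3 SD, cut at about 21% in these data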;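 also: 0% = DMSO alone and 100% = DMSO wells spiked with extra 5 µM PC-3 D3A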
Target sequence (P42574 whole entry D9A/D28A/D175A): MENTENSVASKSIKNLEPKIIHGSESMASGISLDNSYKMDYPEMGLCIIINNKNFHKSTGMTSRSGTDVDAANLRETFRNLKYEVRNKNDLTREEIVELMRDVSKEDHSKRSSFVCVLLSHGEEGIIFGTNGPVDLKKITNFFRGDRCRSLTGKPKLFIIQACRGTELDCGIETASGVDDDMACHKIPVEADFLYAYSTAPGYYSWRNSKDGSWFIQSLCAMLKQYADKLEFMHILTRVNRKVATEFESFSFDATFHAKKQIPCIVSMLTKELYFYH
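Test system: Procaspase-3 D3A mutant, all three cleavage aspartates alanine | Dosing: Single dose, 8.5 µM nominal compound, 0.8% DMSO | Schedule: 1 h preincubation, 2 h reaction | Technique: 405 nm absorbance of p-nitroaniline, reads at 0 and 120 min | Repeats: One well per compound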
JMJD2C inh: inhibitors of human GASC-1 (JMJD2C) demethylase; 0.069% of 330,000 active; Q9H3R0; inhibition, % at 2.35 µM; GST-JMJD2C(1-420) H3K9me3 demethylation, DELFIA europium;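 active = more than half of a compound's replicate wells show inhibition beyond 50%, single wells judged on their own value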;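 also: signal counts dimethyl H3K9 product captured on neutravidin plate; 0% = median of DMSO wells and 100% = 0.3 times that DMSO median; strong numbers were not always called active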
Target sequence (Q9H3R0 1-420 limits assumed): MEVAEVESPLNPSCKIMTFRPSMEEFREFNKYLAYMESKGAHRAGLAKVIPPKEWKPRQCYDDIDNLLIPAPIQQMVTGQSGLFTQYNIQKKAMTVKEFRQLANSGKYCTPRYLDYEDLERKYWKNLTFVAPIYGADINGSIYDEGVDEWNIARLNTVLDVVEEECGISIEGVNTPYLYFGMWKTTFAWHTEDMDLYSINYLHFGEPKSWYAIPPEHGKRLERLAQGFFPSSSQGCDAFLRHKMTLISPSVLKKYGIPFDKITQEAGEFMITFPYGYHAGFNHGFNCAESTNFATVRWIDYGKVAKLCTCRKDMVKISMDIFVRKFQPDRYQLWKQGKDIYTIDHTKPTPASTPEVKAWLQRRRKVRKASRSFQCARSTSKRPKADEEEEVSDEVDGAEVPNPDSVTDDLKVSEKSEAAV
proCasp7 act: counter-screen for procaspase-3 activators: activators of human procaspase-7; recombinant procaspase-7, Ac-DEVD-pNA absorbance 405 nm; D23A/D198A/D206A triple mutant, cannot self-cleave; scale: DMSO 0, 5 µM enzyme 100; activation, % at 8.5 µM; 0.093% of 330,000 active; AID 463210;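 active = percent activation above the screen-wide mean plus 3 SD, cut at about 25% in these data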
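Replicates: singlicate. Assay system: Procaspase-7 triple mutant (PC-7 D3A). Signal: 405 nm absorbance of p-nitroaniline. Times: 1 h preincubation, 2 h reaction. Buffer or medium: Zinc-free HEPES pH 7.4 with 300 mM NaCl, 0.01% Triton X-100. Also added: DEVD-pNA substrate. Benchmarks: DMSO wells as 0%, DMSO with 5 µM added PC-7 as 100%.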
PP5 inh: PP5 (human) phosphatase inhibition. P53041. 0.18% of 320,000 active. purified PP5c, OMFP substrate fluorescence. inhibition, % at 6.7 µM. AID 1987;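 active = inhibition above the campaign's mean inhibition across all tested compounds plus 3 SD, cut at about 9.5% in these data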;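 also: 0% = DMSO only and 100% = 100 µM cantharidin control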
PP1 inh: counter-screen for PP5 inhibitors: inhibitors of human PP1-alpha; purified PP1alpha, OMFP fluorescence; P62136; inhibition, % at 6.7 µM; 0.9% of 320,000 active;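 active = inhibition above the mean inhibition of all tested compounds plus 3 SD, computed separately for each screening campaign, cut at about 15% in these data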
Target sequence (P62136 whole entry, looked up): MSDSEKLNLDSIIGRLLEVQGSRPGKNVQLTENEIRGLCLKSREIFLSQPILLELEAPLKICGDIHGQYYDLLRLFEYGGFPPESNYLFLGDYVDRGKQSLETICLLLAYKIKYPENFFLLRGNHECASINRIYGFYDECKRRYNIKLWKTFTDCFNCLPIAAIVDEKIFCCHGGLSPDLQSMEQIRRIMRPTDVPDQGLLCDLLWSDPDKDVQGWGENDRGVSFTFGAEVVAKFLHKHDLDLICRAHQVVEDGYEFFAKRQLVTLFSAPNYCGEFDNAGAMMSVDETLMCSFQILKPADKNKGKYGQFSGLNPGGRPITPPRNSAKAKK
TPT1 inh: blocks Candida albicans tRNA 2'-phosphotransferase | recombinant caTPT1, FP RNA substrate dephosphorylation | inhibition, % at 5 µM | 0.81% of 300,000 active | AID 1962;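 active = inhibition above the mean of all tested compounds plus 3 SD, set per screening campaign, cut at about 24% in these data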;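 also: plate controls were DMSO alone for no effect and ferristatin control at 100 nM for full effect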
* hit, by the source's call; x = no result given.

Start of the data: the first two compounds (preview)
SMILES	Fh CTSL1 inh	core dimer inh	Efflux pump inh	proCasp3 act	JMJD2C inh	proCasp7 act	PP5 inh	PP1 inh	TPT1 inh
CC(=O)C1=C(C)Nc2ncnn2C1c1ccc(Br)cc1 (stereo unspecified)	1	8	0.3	-1	11	2	-1.6	-5	-2
Cc1ccc(NC(=O)CNc2cc(S(=O)(=O)N3CCOCC3)ccc2N2CCOCC2)cc1S(=O)(=O)N(C)C	x	x	0.0	10	0	9	x	x	x

The list itself (from the top)
SMILES	Fh CTSL1 inh	core dimer inh	Efflux pump inh	proCasp3 act	JMJD2C inh	proCasp7 act	PP5 inh	PP1 inh	TPT1 inh
CC(=O)C1=C(C)Nc2ncnn2C1c1ccc(Br)cc1 (stereo unspecified)	1	8	0.3	-1	11	2	-1.6	-5	-2
Cc1ccc(NC(=O)CNc2cc(S(=O)(=O)N3CCOCC3)ccc2N2CCOCC2)cc1S(=O)(=O)N(C)C	x	x	0.0	10	0	9	x	x	x
O=C(NC12CC3CC(CC(C3)C1)C2)N(Cc1ccccc1)Cc1ccncc1	-1	6	-0.1	59*	4	7	0.8	-1	-2
O=C(CNCCc1ccc(Cl)cc1Cl)NCc1ccco1	0	-4	0.0	5	-2	-7	1.2	1	-1
Cc1cc(=O)n(CC=C(Cl)Cl)c2ccccc12	1	4	0.1	-4	3	11	1.5	1	22
Cn1c(=O)c(Nc2ccc(Cl)cc2)c2c3c(cccc31)C(=O)c1ccccc1-2	0	11	0.1	-2	-1	-7	-1.6	-3	-106
COC(=O)c1ccc(C(=O)N2CCCC(Nc3ccc(C(C)C)cc3)C2)cc1 (stereo unspecified)	1	-4	0.0	0	-2	1	4.8	-8	-2
CCOc1ncccc1C(=O)N(C)CC(=O)Nc1ccccc1SC	-9	-8	-0.1	-2	5	0	0.3	3	-4
CCN(C(=O)c1ccc2c(=O)n3c(nc2c1)CCCCC3)c1ccc(F)cc1	-1	-2	0.1	6	-8	0	-0.7	4	2
CC(C)NC(=O)Nc1ccc2c(c1)CC(=O)N([C@@H](C)CO)C[C@H](C)[C@@H](CN(C)C(=O)NC1CCCCC1)O2	x	x	0.0	6	21	8	x	x	x
NC(=O)CC(NC(=O)c1ccccc1)c1ccc(N2CCC(N3CCCC3)CC2)c([N+](=O)[O-])c1 (stereo unspecified)	0	-3	-0.1	-2	-4	10	1.4	-1	0
CCOc1cc(NC(=S)NCCCN2CCOCC2)c(OCC)cc1NC(=O)C1CC1	-1	-7	-0.1	0	8	-5	0.7	-2	2
C=CCOc1ccc(/C=N/NC(C)=O)cc1OCC	-1	-1	0.0	5	0	6	-2.0	4	-2
Cc1cc(=O)[nH]c(N/N=C/c2ccccn2)n1	-1	-6	0.3	2	-8	1	0.9	0	1
CSCCC(NC(=O)c1ccccc1Cl)C(=O)Nc1cccc(S(=O)(=O)N2CCCC2)c1 (stereo unspecified)	5	-4	0.0	3	18	2	0.5	-4	1
O=C(OCc1c(Cl)cccc1Cl)c1ccccn1	-1	3	0.1	4	-2	9	0.9	-3	-2
COc1ccc(NC(=O)COC(=O)c2cc(C)oc2C)cc1OC	x	x	0.0	-4	-3	-6	0.1	-4	x
COC(=O)CSc1nnc(-c2ccc(S(=O)(=O)N3CCCCC3)cc2)o1	2	-1	0.3	-4	-4	0	1.1	-2	2
O=C(NCC1CCCO1)C1c2ccccc2Oc2ccccc21 (stereo unspecified)	-5	-2	0.2	2	-22	1	-0.6	0	-5
Cc1cc(C)c(C)c(S(=O)(=O)Nc2ccccc2C(=O)NN2CCOCC2)c1C	x	x	-0.1	10	-1	13	x	x	x
COc1ccc(/C=C2\CCC(C3CCCC3)C2=O)c(OC)c1OC (stereo unspecified)	6	1	-0.1	0	22	9	-0.9	-2	3
O=C1CC(N2CCN(c3ccccc3Cl)CC2)C(=O)N1c1ccc(F)cc1 (stereo unspecified)	0	-1	0.1	-14	-23	-1	0.8	-5	2
Cc1ccc(CN2CCN(Cc3ccc4c(c3)OCCO4)CC2CCO)cc1 (stereo unspecified)	7	-4	-0.1	5	-10	4	-2.2	-3	-4
Cc1ccc2oc(=O)c3cc(C(=O)NCCN4CCc5ccccc5C4)sc3c2c1	4	-1	0.2	-2	5	-2	1.1	-2	-5
CCOc1ccc(C(=S)N2CCCC2)cc1	-2	-1	0.0	-2	3	6	0.3	0	1

(cont.)
SMILES	Fh CTSL1 inh	core dimer inh	Efflux pump inh	proCasp3 act	JMJD2C inh	proCasp7 act	PP5 inh	PP1 inh	TPT1 inh
COc1ccc(NC(=O)CCN2C(=O)C3C4C=CC(C4)C3C2=O)cc1 (stereo unspecified)	-4	-3	0.0	-3	-7	-1	-1.3	-6	-2
Clc1cc(Cl)cc(C2=NC(Cc3ccccc3)CO2)c1 (stereo unspecified)	3	1	-0.1	11	5	-5	-0.3	-3	-1
CC(C)(C)c1ccc(OCc2cnc(Cl)s2)cc1	-3	-1	0.0	13	0	8	-1.5	-1	1
CCOC(=O)C1=C(C)N(CCCC(=O)O)C(=O)NC1c1ccc(Cl)cc1Cl (stereo unspecified)	0	11	0.1	0	10	-2	-0.9	-4	-5
CCOC(=O)c1c(NC(=O)CSc2cn(CC)c3ccccc23)sc2c1CCC2	-1	13	-0.1	4	-2	2	-0.3	-2	-3
O=C(COC(=O)c1ccc(Cl)cc1[N+](=O)[O-])NC(=O)c1ccccc1	0	0	0.1	-1	-4	-3	1.7	0	-4
CCCS(=O)(=O)c1c(S(=O)(=O)CCC)c2ccc(C(N)=O)cn2c1C(=O)c1ccc(OC)cc1	-1	-1	0.2	-5	19	-1	-0.7	-7	5
CCOc1ccc(NC(=O)c2c(NC(=O)CN3CCN(C)CC3)sc3c2CCC3)cc1	1	-7	0.2	7	-2	1	-0.6	-4	0
COc1ccc(C2=Nn3c(nnc3-c3ccccc3)SC2)cc1OC	-1	5	0.1	-5	6	-2	3.7	-1	-1
Cc1cc(=O)n(Cc2ccccc2)c2ccccc12	-2	1	-0.1	-3	-3	8	-0.4	-4	-3
CCC(C)(C)NC(=O)C1CC(=O)N(CCc2ccc(F)cc2)C1 (stereo unspecified)	2	1	-0.1	6	-11	13	1.9	-1	2
O=C(CSCc1ccc(Cl)cc1Cl)Nc1ccc(O)cc1C(=O)O	-3	-3	0.8	-1	5	8	1.9	2	1
O=C(Nc1ccc(F)cc1F)N1CCCN(c2ccc(C(F)(F)F)cn2)CC1	-2	-5	-0.1	-9	-3	3	-0.8	0	-1
Cc1ccc(C)c(NC(=O)CSc2nc3ccc(N4C(=O)c5ccccc5C4=O)cc3s2)c1	-2	18	-0.1	-3	0	-4	-2.9	9	-1
C=CCNC(=O)c1ccccc1NC(=O)c1ccccc1SC	-2	-2	0.0	6	-2	-3	-0.9	-5	-3
COc1ccccc1C(=O)N/C(=C\c1ccc(Br)cc1)C(=O)N1CCCC1	0	2	-0.1	-15	-8	2	-2.2	-1	-1
Cc1nc(NC(=O)c2ccccc2)sc1C1(C)CC(c2ccc(OC(F)(F)F)cc2)=NO1 (stereo unspecified)	1	3	-0.1	1	13	1	4.7	7	0
CC(=O)N1CCN(c2ccccc2NC(=O)COc2cc(C)ccc2C(C)C)CC1	-1	7	0.0	-2	x	9	7.3	2	0
COC(=O)c1ccc(CSc2nnc(Nc3ccc(C)cc3)s2)o1	1	3	0.0	8	6	9	5.0	2	0
COc1ccccc1NC(=O)C(NC(=O)c1ccc(C)cc1)c1ccccc1 (stereo unspecified)	0	-1	0.1	-1	1	2	2.5	3	0
COC(CNC(=O)c1ccc(CS(=O)(=O)c2c(Cl)cccc2Cl)o1)OC	-1	-6	0.2	-2	-8	1	1.0	5	-4
Cc1cc(C(=O)CCC(=O)NNC(=O)c2ccccc2O)c(C)s1	17	4	0.2	-4	-1	2	-2.0	-5	6
O=C(CN1CCOc2ccccc21)NCc1cccs1	-2	2	0.5	0	9	-6	3.0	1	3
CN(CCC#N)C(=O)Cn1nc(Cc2ccncc2)c2ccccc2c1=O	-1	0	-0.1	3	5	5	-2.3	1	-2
O=c1[nH]c(CN2CCOCC2)nc2cc(Cl)ccc12	0	-2	0.0	4	21	-1	4.9	-3	2

Some of these compounds in order of their number in JMJD2C inh, rising:
Compound,JMJD2C inh
O=C(Nc1ccc(F)cc1F)N1CCCN(c2ccc(C(F)(F)F)cn2)CC1,-3
Cc1cc(C(=O)CCC(=O)NNC(=O)c2ccccc2O)c(C)s1,-1
COC(=O)c1ccc(CSc2nnc(Nc3ccc(C)cc3)s2)o1,6

Continued.
SMILES	Fh CTSL1 inh	core dimer inh	Efflux pump inh	proCasp3 act	JMJD2C inh	proCasp7 act	PP5 inh	PP1 inh	TPT1 inh
CC(=O)Nc1cccc(N=NN2CCCCC2)c1	-4	-2	-0.2	0	x	-12	-3.2	-4	0
c1ccc(Nc2c(-c3ccco3)nc3ccccn23)cc1	1	-16	0.0	3	3	-7	2.2	-1	-1
CC(=O)N=C1SC2CS(=O)(=O)CC2N1c1ccc(-c2nc3ccc(C)cc3s2)cc1 (stereo unspecified)	-5	11	0.6	-3	-24	-1	1.2	-5	2
O=C(COc1ccc2c3c(c(=O)oc2c1)CCC3)N1CCN(c2ccccc2)CC1	-3	6	0.0	-1	14	10	-2.1	-1	-2
Cc1cccc(-c2nc(C#N)c(N3CCCCCC3)o2)c1	2	11	0.0	-1	-3	5	0.3	-3	-1
COC(=O)C(NC(=O)c1ccccc1)(Nc1cc(C)cc(C)n1)C(F)(F)F (stereo unspecified)	4	-3	0.2	-1	37	10	1.5	-2	-6
Cc1ccc(C)c(S(=O)(=O)N2CCCCC2CCNC(=O)C(=O)NCc2cccnc2)c1 (stereo unspecified)	1	-1	-0.1	7	3	3	-3.2	-3	-1
CCCC1=C(C(=O)OCC)C(c2ccc(N(C)C)cc2)n2ncnc2N1 (stereo unspecified)	-1	-6	-0.2	0	-1	12	0.8	3	-2
CC1CN2C(c3ccc([N+](=O)[O-])cc3)=CSC2=N1 (stereo unspecified)	0	1	-0.1	-19	0	-25	1.2	-1	0
CCn1c(COc2ccc(=O)n(-c3ccccc3)n2)nnc1SCc1ccc(C)cc1	2	11	-0.1	1	4	1	-1.3	-3	1
CC(C)CC1NC(=O)c2ccc(Cl)cc2-n2c1nc1ccc(F)cc1c2=O (stereo unspecified)	x	x	-0.4	-2	-1	-5	x	x	x
O=C(N/N=C/c1cccc(O)c1)NC1CCCCC1	-2	0	0.0	-2	-3	9	-0.4	1	0
CCN(CC)C(=O)c1[nH]cnc1C(=O)Nc1ccon1	x	x	-0.1	4	-1	-7	-3.8	-5	x
O=c1c2ccccc2nc2n1CCN2Cc1ccc(Cl)cc1	0	-7	-0.1	-5	4	4	-0.4	0	-3
C=CCn1c(SCC(=O)NC2CCCCC2)nnc1-c1sc(N)nc1C	0	-1	-0.1	-1	2	-11	-1.1	-5	-2
O=C(Nc1ccc(S(=O)(=O)Nc2ncccn2)cc1)c1cccc(S(=O)(=O)N2CCCC2)c1	-6	1	0.1	0	-5	1	-2.1	0	-2
O=C(CNS(=O)(=O)c1c(Cl)cccc1Cl)OCc1csc(-c2ccccc2)n1	-38	-2	-0.2	4	-2	7	3.3	2	-2

Assay outcomes: PubChem BioAssay, several laboratories
